RMI FANCM FP: RMI-FANCM interaction inhibition; 0.58% of 70,000 active; Fluorescence polarization, RMI core complex with F-MM2 peptide; stronger effect = lower value; FP signal (polarization) at 33 µM; in the data active = FP signal below about 40; also: inactives centre near 61; strong numbers were not always called active; unit not given here
* = called active by the depositor; & = joins results of further samples. Some of the compounds tested; count on the stated rates, not on these rows.

item	compound	RMI FANCM FP
1	OCCSc1ncnc2c1oc1ccccc12	64
2	CCCN1CCCc2cc(CCNC(=O)COc3ccccc3F)ccc21	63
3	O=C(Nc1cc(Cl)cc(Cl)c1)c1cc2cc([N+](=O)[O-])ccc2s1	50
4	CC1CCCCN1C(=O)C12CCC(C)(/C(=N\O)C1)C2(C)C (configuration not stated)	25*
5	Cc1cccc(NC(=O)c2cc(-c3ccccn3)nc3ccccc23)n1	65
6	COc1ccc(-c2cn3c(C(=O)NCc4ccco4)csc3n2)cc1	65
7	CC(=O)c1ccc(S(=O)(=O)NCCOc2ccc3nnc(C)n3n2)cc1	70
8	O=C(Cn1nc(-c2cccs2)c2sc(N3CCOCC3)nc2c1=O)Nc1ccc(Cl)cc1	66
9	Cc1cc(C)c(S(=O)(=O)NCC2COC3(CCCC3)O2)c(C)c1 (configuration not stated)	53
10	C=CCn1c(SCC(=O)Nc2ccc(C(C)(C)C)cc2)nc2scc(-c3ccc(C)o3)c2c1=O	74
11	CCOC(=O)c1cnc2c(cnn2CC)c1NN=C(C)C	61
12	O=C(NCc1ccco1)c1csc2nc(-c3ccccc3)cn12	65

The list goes on; the last four above are carried over.
item	compound	RMI FANCM FP
9	Cc1cc(C)c(S(=O)(=O)NCC2COC3(CCCC3)O2)c(C)c1 (configuration not stated)	53
10	C=CCn1c(SCC(=O)Nc2ccc(C(C)(C)C)cc2)nc2scc(-c3ccc(C)o3)c2c1=O	74
11	CCOC(=O)c1cnc2c(cnn2CC)c1NN=C(C)C	61
12	O=C(NCc1ccco1)c1csc2nc(-c3ccccc3)cn12	65
13	O=c1oc(-c2ccco2)nc2cccc(F)c12	56
14	N#C/C(=C\c1cccs1)C(=O)NCCc1c[nH]c2ccccc12	59
15	COc1ccccc1-n1ncc2c(C(C)C)nnc(SCC(=O)NCC3CCCO3)c21 (configuration not stated)	64
16	CCOc1ccc(NS(=O)(=O)c2cccc(F)c2)cc1	50
17	COc1cccc(C(=O)Nc2ccc(Cl)c3ncsc23)c1OC	59
18	O=C(NCCCS(=O)(=O)N1CCN(c2ncccn2)CC1)c1n[nH]c2ccccc12	61
19	Cc1nc(C)c(CCNC(=O)c2ccc(C)c([N+](=O)[O-])c2)s1	61
20	Cn1nc(C(F)(F)F)cc1-c1ccc(C=C(C#N)C#N)s1	57
21	CCOc1ccc(NC(=O)Cn2nc3ccc(SCc4ccc(Cl)cc4)nn3c2=O)cc1	145
22	O=S(=O)(NCc1ccco1)c1cccc(Cl)c1	54
23	COc1ccc(-c2nc(Cn3c(=O)n(C(C)C)c(=O)c4ccccc43)c(C)o2)cc1OC	57
24	NC(=O)c1ccc([N+](=O)[O-])o1	60
25	COc1ccc(Cl)cc1NC(=O)CSc1ccc2nnc(-c3ccncc3)n2n1	60
26	Cc1c(Cl)ccc(S(=O)(=O)NCCCn2ccnc2)c1Cl	68
27	COc1cc(C(CC(=O)O)CC(=O)Nc2ccc(C)cc2)cc(OC)c1OC (configuration not stated)	47
28	CCC1CCCCN1C(=O)Cc1csc(NC(=O)Nc2ccccc2)n1 (configuration not stated)	68
29	Cc1nc2ccccc2n1Cc1ccc(C(=O)NCc2cccs2)o1	64
30	COc1ccc(Cl)cc1C(=O)NNC(=O)c1cccn(Cc2ccc(F)cc2)c1=O	99
31	COc1ccccc1N1CCN(CCCCNS(=O)(=O)c2cccc3c(N(C)C)cccc23)CC1	58
32	COc1ccc(CC(=O)Nc2ccc(Nc3cc(OC)nc(C)n3)cc2)cc1	56
33	O=C(O)[C@@H]1CSC(c2ccncc2)N1 (some centres not stated)	58
34	CCOC(=O)c1cc2ccccc2[nH]1	64
35	O=C(COc1ccc(Cl)cc1)Nc1nnc(SCC(=O)NC2CCCC2)s1	76
36	O=C(COc1ccc(Cl)cc1)NCCN1CCN(c2ccccc2F)CC1	64
37	COC(=O)c1cc(Br)cc(Br)c1	49
38	COc1cc(C(=O)Nc2ccc(S(=O)(=O)N3CCc4ccccc43)cc2)cc(OC)c1OC	59
39	CC1CC(=O)Nc2ccccc2N1S(=O)(=O)c1ccc(-c2cc(C(F)(F)F)on2)s1 (configuration not stated)	41
40	O=C(OCN1C(=O)c2ccccc2C1=O)c1cccs1	61
41	CC1CCCCN1S(=O)(=O)c1ccc(Oc2ccccc2)cc1 (configuration not stated)	69
42	Cc1ccc(C)c2sc(NC(=O)COc3ccccc3)nc12	84
43	COc1cccc(CNC(=O)CSc2ccc(NC(=O)c3ccc(C)cc3)nn2)c1	66
44	O=C(N/N=C\c1ccc([N+](=O)[O-])o1)c1ccc(O)cc1	75
45	Cc1nnc2ccc(-c3ccc(NS(=O)(=O)c4ccc(Cl)s4)cc3)nn12	61
46	O=C(CSc1nnc2ccc(-c3ccccn3)nn12)NCc1ccc(F)cc1	51
47	CC1=C(Cl)C(O)=CC(=O)C12Oc1cc(O)c(Cl)c(C)c1C2=O (configuration not stated)	11*
48	CC1(C)OC(=O)C(=Cc2ccc(-c3cc(C(F)(F)F)ccc3Cl)o2)C(=O)O1	55&55

3 entries out of the list, ordered by formula weight, low to high.
item	compound	RMI FANCM FP
33	O=C(O)[C@@H]1CSC(c2ccncc2)N1 (some centres not stated)	58
29	Cc1nc2ccccc2n1Cc1ccc(C(=O)NCc2cccs2)o1	64
35	O=C(COc1ccc(Cl)cc1)Nc1nnc(SCC(=O)NC2CCCC2)s1	76

Remaining list, next part.
item	compound	RMI FANCM FP
49	O=C(OCc1ccccc1)c1ccc(Sc2ccc(C(=O)OCc3ccccc3)cc2)cc1	60
50	Cc1ccc(CCCC(=O)Nc2ccc(C(=O)N(C)C)cc2)cc1	67
51	Nc1nc(-c2csc(N)n2)cs1	63
52	CN(C)C(CNC(=O)c1ccc([N+](=O)[O-])cc1Cl)c1ccc(F)cc1 (configuration not stated)	49
53	O=C1OC(=O)c2ccc(Br)c3cccc1c23	56
54	COc1ccc(C)cc1NC(=O)CCCn1nc(-c2ccc(Cl)cc2)ccc1=O	71
55	O=c1cc(Cl)[nH]c(=O)[nH]1	58
56	O=C(CSc1ccc(-c2ccccn2)nn1)c1ccc([N+](=O)[O-])cc1	59
57	CSc1ncc(Cl)c(C(=O)Nc2ccc(Br)cc2)n1	66
58	O=C(NCc1ccncc1)c1ccc(N2CCCCS2(=O)=O)cc1	54
59	Cc1cc(F)ccc1S(=O)(=O)Nc1ccc2c(c1)N(C)C(=O)C(C)(C)CO2	66
60	Cc1cccc(S(=O)(=O)Nc2ccc(Cl)c(Cl)c2)c1	51
61	Cc1ccc(Cc2cnc(NC(=O)CN3C(=O)S/C(=C\c4ccc(Cl)cc4Cl)C3=O)s2)cc1	52
62	O=C(N/N=C\c1cc(Br)ccc1O)c1cc(-c2ccc3ccccc3c2)n[nH]1	61
63	Cc1ccccc1NC(=O)CCc1csc(NC(=O)NC2CCCCC2)n1	57&62
64	O=C(Nc1nc2cc3c(cc2s1)OCO3)c1cc(Cl)ccc1Cl	58
65	O=C(CCN1CCOCC1)Nc1cccc(C(F)(F)F)c1	57
66	O=C(NCc1ccco1)C(=O)Nc1ccc(Cl)c(N2CCCS2(=O)=O)c1	64
67	Cc1cc(NC(=O)c2cc3ccccc3o2)n(-c2nc3c(cnn3-c3ccc(F)cc3)c(=O)[nH]2)n1	64
68	CC/C(=C(\c1ccccc1)c1ccc(OCCN(C)C)cc1)c1ccccc1	65&63&55
69	O=C(NC(=O)N1CCCC1)C1CCN(c2cnc3ccccc3n2)CC1	55
70	O=C(NCCOc1ccc(-c2ccco2)nn1)c1cccs1	54
71	COC(=O)c1ccc(C2Oc3ccc(Cl)cc3C3CC(c4ccco4)=NN32)cc1 (configuration not stated)	72
72	CCOC(=O)C1CCCN(S(=O)(=O)c2cccc([N+](=O)[O-])c2)C1 (configuration not stated)	56
73	COc1ccc(-c2nnc3ccc(OCCNS(C)(=O)=O)nn23)cc1OC	66
74	N#Cc1c(NC(=O)C2=COCCO2)sc2c1CCN(Cc1ccccc1)C2	86
75	O=C(COc1ccccc1)NCc1cc(-c2ccccc2)on1	55
76	CC(C)c1ccc(NC(=O)CCc2nc3sc4c(c3c(=O)[nH]2)CCCCC4)cc1	69
77	CSc1nc(-c2ccc(Cl)cc2)nc(SC)c1Cl	53
78	COc1cc(C2NC(=O)NC(C)=C2C(=O)Nc2ccc(C)c(C)c2)ccc1O (configuration not stated)	58
79	Cc1cc(=O)n2[nH]cnc2n1	57
80	Cc1csc2ncc(C(=O)NC(c3ccccc3)c3ccccc3)c(=O)n12	65
81	CCOC(=O)N1CCC(NC(=O)Cc2c(C)nc(SCc3ccccc3)[nH]c2=O)CC1	61
82	O=S(=O)(NCc1cccnc1)c1ccc(Cl)cc1	61
83	O=c1[nH]c(SCc2ccccc2F)nc2c1cnn2-c1ccc(F)cc1	60
84	CN(C)CCN(C(=O)c1ccc(S(=O)(=O)N(C)CC2CCCO2)cc1)c1nc2cc3c(cc2s1)OCO3 (configuration not stated)	77

Three entries out of the list above, ordered by the number in RMI FANCM FP, rising:
No.	molecule	RMI FANCM FP
75	O=C(COc1ccccc1)NCc1cc(-c2ccccc2)on1	55
82	O=S(=O)(NCc1cccnc1)c1ccc(Cl)cc1	61
74	N#Cc1c(NC(=O)C2=COCCO2)sc2c1CCN(Cc1ccccc1)C2	86

Next part.
item	compound	RMI FANCM FP
85	CS/C(NCC1CC1)=C(/C#N)C(=O)c1ccc(Cl)cc1	61
86	O=C(Cc1cccs1)NCC1CCN(Cc2ccco2)CC1	70
87	COc1ccccc1NC(=O)/C=C/C(N)=O	54
88	CC(C)(C)C(=O)Oc1ccc(Br)cc1	64
89	COc1ccccc1NC(=S)NC(=O)c1ccc(Br)o1	61
90	CSc1cccc(-c2nnc(NC(=O)c3cccc(N4C(=O)CCC4=O)c3)o2)c1	54
91	Cc1ccc([N+](=O)[O-])cc1S(=O)(=O)Nc1ccc2c(c1)OCO2	54
92	Cc1ccc(Cc2nnc(NC(=O)c3cccc(N4C(=O)CCC4=O)c3)o2)cc1	65
93	Cc1cc2nc(C(F)(F)F)cc(=O)n2[nH]1	65
94	O=C(Oc1cccc(C(F)(F)F)c1)c1ccc(-c2cccs2)s1	47
95	Cc1ccc(NC(=O)CN2CCC(c3nc4ccccc4[nH]3)CC2)cc1Cl	55
96	CCn1c(-c2cccc(Br)c2)nc2ccccc21	63
97	COc1ccc(NC(=O)C(=O)NCC(c2ccc3c(c2)CCN3C)N(C)C)cc1OC (configuration not stated)	68
98	COc1ccc(CCNc2nnc(-c3ccc(C)cc3)c(=O)[nH]2)cc1OC	54
99	Cc1nnc(NC(=O)CSc2nccn2-c2ccc(F)cc2)s1	60
100	Cn1ccc(C(=O)Nc2nc(-c3ccc(Cl)cc3Cl)cs2)n1	64
101	COc1ccc(Cl)cc1NC(=O)CCc1c(C)nn(-c2nc(C)cc(=O)[nH]2)c1C	66
102	Cc1ccc(C)c(S(=O)(=O)N2CCCC2CNC(=O)C(=O)NCCCN(C)C)c1 (configuration not stated)	56
103	O=S(=O)(Nc1ccc2c(c1)OCCO2)c1cccc2cccnc12	76
104	O=c1nc(SCc2ccc([N+](=O)[O-])cc2)c2c(n1Cc1ccco1)CCCC2	65
105	NC(=O)C1CCN(C(=O)c2cc3cc([N+](=O)[O-])ccc3oc2=O)CC1	62
106	O=C(NCc1ccco1)c1ccc2nccnc2c1	55
107	CCCCCCCCCCCCCCCC[n+]1ccccc1	94
108	O=C(CSc1nccn2nc(-c3cccc4ccccc34)cc12)NCc1ccc(Cl)cc1	79
109	NC(=O)Cn1c2ccc([N+](=O)[O-])cc2c2cc([N+](=O)[O-])ccc21	58
110	O=C(Cn1nc(-c2ccc(F)cc2)c2sc(N3CCCC3)nc2c1=O)NC1CCCC1	65
111	FC(F)(F)c1cnc(N2CCN(Cc3c[nH]c4ccccc34)CC2)c(Cl)c1	62
112	O=C(c1csc(Nc2ccccc2)n1)N1CCN(c2ccccc2F)CC1	63
113	COC(=O)c1sc(-c2ccccc2)cc1NC(=O)CCS(=O)(=O)c1ccccc1	59
114	COc1ccc(/C=N\Nc2ccccc2)cc1	58
115	CCCCCn1c(SCc2ccccn2)nc2cc(C(=O)N3CCCC3)ccc2c1=O	59
116	O=S(=O)(NCCOc1ccc2nnc(-c3cccc(F)c3)n2n1)c1cccs1	70
117	O=C(O)CCCN1CNC(=S)NC1	63
118	Cc1cc(C)cc(S(=O)(=O)NCCNC(=O)c2ccc(NC(=O)C(C)(C)C)cc2)c1	61
119	O=C(Nc1ccccc1)N1CCC(c2nnc(-c3ccco3)o2)CC1	61
120	O=C(CSc1nc2ccccc2o1)c1ccccn1	63
121	O=Cc1sc(=O)n(-c2ccccc2)c1Cl	59
122	CCc1ccccc1NC(=O)NCCOc1cc(N2CCN(C)CC2)ncn1	61
123	N/C(CC(=O)Nc1ccc(F)cc1F)=N/OS(=O)(=O)c1ccc(Cl)cc1	54
124	Cc1cc(C)c2sc(N(CCN(C)C)C(=O)c3cccs3)nc2c1	66
125	CCOc1ccccc1NC(=O)CSc1nc2cc(-c3ccccc3)sc2c(=O)n1C	54
126	O=S(=O)(c1cccs1)N1CCN(c2ccc(-c3ccco3)nn2)CC1	74
127	NNC(=O)c1ccc(Oc2cccc(C(F)(F)F)c2)nc1	54
128	OCc1cccc2cccc(Br)c12	59
129	O=C(CSc1nnc2scc(-c3ccccc3)n12)Nc1ccc(-c2nc3ccccc3s2)cc1	89
130	Cc1ccc(-c2cc(CNC(=O)c3ccc(S(=O)(=O)N4CCOCC4)cc3)no2)cc1	65
131	Cc1ccc(-n2c(=O)[nH]c3sc(-c4ccccc4)cc3c2=O)cc1	54
132	C=CCN1C(=O)C(C)(C)COc2cc(NS(=O)(=O)c3cc(Cl)ccc3OC)ccc21	65
133	Cc1ccc(S(=O)(=O)N(CC(O)Cn2c3ccccc3c3ccccc32)CC2CCCO2)cc1 (configuration not stated)	60

Compound activity as filed in PubChem.
